# p53null 39C kill – selectivity test: cytotoxicity in p53 null cells, nonpermissive temperature; H1299 p53-null (neo) cells, 39C, ATPlite viability, 24 h; Potency, µM (titrated, usually from 46.1 µM), for the others: at the top dose activity, negative = cell killing, actives largely listed as cytotoxic; 55,000 tested, 0.97% active; AID 904;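 also: potency is read from the fitted curve at half-maximal effect; 0% = DMSO only and -100% = full killing by 100 µM tamoxifen; nearly all actives have a fitted effect of over 50% in size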
#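 Temperature-shift cytotoxicity format: compound titrations on p53-null or A138V-expressing H1299 cells held 24 hr at 39C, cell ATP then measured, AC50 from Hill model.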
# B2AR arrestin ag – agonists recruiting beta-arrestin to human beta2-adrenergic receptor | P07550 | HTLA Tango cells, beta-arrestin recruitment, luciferase luminescence, 18 h | Potency, µM (doses to about 46.1 µM), for the others: at the highest dose activation, most hits filed as activators | 44,000 tested, under 10 active | AID 1347077;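 also: potency is read from the fitted curve at half-maximal effect; 0% = DMSO and full agonism = EC100 isoproterenol or metaproterenol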
#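 Tango cells (recombinant beta2-AR, beta-arrestin, tTA-driven luciferase), 1500/well in DMEM 1% FBS, treated 18 h at 37 °C with compounds up to 46 µM; luciferin mix added, luminescence read after 15 min; %activity curves fitted and curve-classed.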
# PTAP-TSG101 blk – TSG101-PTAP interaction inhibition, HIV-1 budding | Potency, µM (titrated, usually from 115 µM), for inactives: at the top dose activity change, negative = inhibition, most hits filed as inhibitors | Fluorescence polarization, FITC-PTAP peptide/Tsg101, 20 min | 44,000 tested, under 10 active | Q99816; also: potency is read from the fitted curve at half-maximal effect; 0% is about no effect
# Target sequence (Q99816 whole entry, looked up): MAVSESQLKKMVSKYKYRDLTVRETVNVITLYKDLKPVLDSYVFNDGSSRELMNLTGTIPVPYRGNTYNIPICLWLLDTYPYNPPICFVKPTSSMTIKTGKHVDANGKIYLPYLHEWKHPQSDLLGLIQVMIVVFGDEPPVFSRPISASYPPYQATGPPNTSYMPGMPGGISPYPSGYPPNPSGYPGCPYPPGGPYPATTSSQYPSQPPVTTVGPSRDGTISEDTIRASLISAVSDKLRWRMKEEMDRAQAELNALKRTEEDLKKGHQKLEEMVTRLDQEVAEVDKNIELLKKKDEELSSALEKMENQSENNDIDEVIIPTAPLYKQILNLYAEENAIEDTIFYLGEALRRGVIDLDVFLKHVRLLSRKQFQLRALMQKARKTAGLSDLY
#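 The Tsg101 binding domain, at 10 uM final, is mixed with compound and a FITC peptide bearing the PTAP motif (50 nM final). After 20 min at r.t., polarization is measured; actives defined by CRC class, efficacy cut-off 60% inhibition.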
# NTMT1 inhibitor – NTMT1 methyltransferase inhibition; 59,000 tested, 2.5% active; NTMT1 MTase-Glo SAH luminescence, purified enzyme; Potency, µM (titrated, usually from 114 µM), for the others: at the top dose activity change, negative = inhibition, most hits filed as inhibitors;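 also: potency is read from the fitted curve at half-maximal effect; plate controls were DMSO vehicle for no effect and no enzyme for full effect; nearly all actives have a fitted effect of over 65% in size; many of its hits are not listed in these tables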
# Target sequence (Q9BV86 whole entry, looked up): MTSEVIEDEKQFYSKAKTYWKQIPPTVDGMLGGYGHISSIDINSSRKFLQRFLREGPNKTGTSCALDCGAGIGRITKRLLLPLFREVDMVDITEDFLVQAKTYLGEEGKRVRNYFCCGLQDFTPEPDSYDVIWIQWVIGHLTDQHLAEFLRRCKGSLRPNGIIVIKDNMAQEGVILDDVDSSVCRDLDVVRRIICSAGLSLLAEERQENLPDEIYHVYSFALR
# p53null 32C kill – selectivity test: cytotoxicity in p53 null cells, permissive temperature | H1299-neo p53 null cells, ATP luminescence, 24 h, 32C | Potency, µM (series often up to 46.1 µM), for inactives: at the top dose activity change, negative = cytotoxicity, usual class: cytotoxic | 55,000 tested, 0.62% active;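 also: potency is read from the fitted curve at half-maximal effect; 0% = DMSO only and -100% = full killing by 100 µM tamoxifen; nearly all actives have a fitted effect of over 55% in size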
#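 Cells lacking p53 (H1299-neo) are plated at 600 per well and allowed to settle overnight at 37C. Test compounds (up to 46 uM) are added and held 24 hours at 32C, then ATP is quantified by luminescence.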
# GALK inh – GALK (human) enzyme inhibition | Potency, µM (doses to about 57.5 µM), for the others: at the top dose activity, negative = inhibition, usual class: inhibitors | 44,000 tested, under 10 active | recombinant GALK, Kinase-Glo ATP luminescence, 1 h | AID 1347072 | P51570;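 also: plate controls were full GALK reaction for no effect and reaction lacking GALK for full effect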
# Target sequence (P51570 whole entry, looked up): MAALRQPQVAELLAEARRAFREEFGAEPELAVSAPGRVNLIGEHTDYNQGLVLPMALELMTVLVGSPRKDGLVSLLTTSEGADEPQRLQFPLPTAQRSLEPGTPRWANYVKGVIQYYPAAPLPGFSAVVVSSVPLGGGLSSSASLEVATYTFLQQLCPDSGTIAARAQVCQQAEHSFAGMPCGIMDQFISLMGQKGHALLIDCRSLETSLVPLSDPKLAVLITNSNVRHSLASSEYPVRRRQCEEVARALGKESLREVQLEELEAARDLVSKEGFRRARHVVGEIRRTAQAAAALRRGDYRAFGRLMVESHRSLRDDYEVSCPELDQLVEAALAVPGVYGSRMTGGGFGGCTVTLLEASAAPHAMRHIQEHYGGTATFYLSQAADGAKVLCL
#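 Reactions with and without enzyme served as controls. GALK at 5 nM phosphorylates 100 uM galactose using 35 uM ATP (HEPES pH 8.0, Mg2+) for 1 h at RT, with luminescence read 10 min after adding Kinase-Glo Plus.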
# FH mod – Identification of activators of human fumarate hydratase by quantitative high-throughput screening; Fumarate hydratase, mitochondrial (Homo sapiens), P07954; FH coupled MDH/diaphorase resazurin fluorescence, 15 min; Potency, µM (highest dose often 79.9 µM), inactives show at the top dose activity change, negative = inhibition, hits mostly inhibitors; 54,000 tested, 0.22% active; AID 1347055, 2019; also: potency is read from the fitted curve at half-maximal effect; % is scaled to controls: 0 for no effect and ±100 for the full control effect; the screen sought activators but most active calls are inhibition curves; nearly all actives have a fitted effect of over 45% in size
# Starred values were filed as active, the others as inactive; ? = inconclusive; · = no result given; & = joins results of further samples; [ ] = another dose, or the depositor's remark. Calls follow the shape of the dose curve; as a rule, active = well fitted curve in the direction sought with a large enough effect; inconclusive = small, poorly fitted or top-dose-only effect, or another doubt; inactive = no such curve, though single readings can be large; an effect the other way counts as inactive or inconclusive. This is a subset (hit frequency here may not be typical).
molecule,p53null 39C kill,B2AR arrestin ag,PTAP-TSG101 blk,NTMT1 inhibitor,p53null 32C kill,GALK inh,FH mod
CCCn1c2ccc(C)cc2c2nnc(SCCN3CCCCC3)nc21,-21%,-2%,3%,?,-3%,1%,-10%
COc1ccc(NC(=O)C2CCN(S(=O)(=O)c3ccc4[nH]c5c(c4c3)CCCCC5)CC2)cc1,19%,-1%,-2%,12%,13%,-1%,-13%
O=C(COc1ccccc1)Nc1ccc(S(=O)(=O)N(Cc2ccccc2)c2ccccc2)cc1,-15%,-1%,-3%,-6%,-6%,-10%,-23%
COc1ccc(CNC(=O)Cn2c(SCC(=O)Nc3ccc(OC)cc3)nc3ccccc32)cc1,-28%,0%,6%,5%,-26%,-1%,8%
CCn1cc(C(=O)N2CCN(c3cccc(C(F)(F)F)c3)CC2)c2cc(OC)c(OC)cc2c1=O,·,1%,-1%,-1%,·,7%,-12%
Cc1cc(=O)n(CC(=O)NCCC(C)C)c2c1c(C)nn2C,-24%,2%,-3%,-5%,-1%,1%,9%
CCC1CN(C(=O)NCc2ccc(C)cc2)c2cc(Cl)ccc2O1 (centres undefined),-11%,-1%,0%,?,1%,-2%,?
Cc1cc(OCC(=O)NCC2(N3CCOCC3)CCCCC2)ccc1Cl,-2%,-3%,-5%,-1%,-11%,4%,-10%
CCOC(=O)c1c(Nc2cc(C)cc(C)c2)nnc(-c2ccccc2)c1-c1ccccc1,28%,-2%,1%,0%,12%,0%,-5%
CCCCOc1cccc(C(=O)N(Cc2ccc(C)o2)c2ccccn2)c1,-7%,-2%,-2%,-11%,18%,0%,-3%
O=C(CC1(O)C(=O)N(Cc2ccccc2)c2ccc(Br)cc21)c1ccccc1 (centres undefined),13µM*,1%,1%,4%,?,-17%,?
COc1ccc2c(c1)c(=O)c(S(=O)(=O)c1ccc(Cl)cc1)cn2C,-11%,0%,-1%,?,3%,7%,-17%

# Looked up by compound from the entries so far (2):
molecule,p53null 39C kill,B2AR arrestin ag,PTAP-TSG101 blk,NTMT1 inhibitor,p53null 32C kill,GALK inh,FH mod
CCC1CN(C(=O)NCc2ccc(C)cc2)c2cc(Cl)ccc2O1 (centres undefined),-11%,-1%,0%,?,1%,-2%,?
CCOC(=O)c1c(Nc2cc(C)cc(C)c2)nnc(-c2ccccc2)c1-c1ccccc1,28%,-2%,1%,0%,12%,0%,-5%

# Continuation.
molecule,p53null 39C kill,B2AR arrestin ag,PTAP-TSG101 blk,NTMT1 inhibitor,p53null 32C kill,GALK inh,FH mod
Cc1ccc(CN(Cc2ccco2)c2cnc(S(C)(=O)=O)nc2C(=O)Nc2ccc(Br)cc2)o1,10%,-4%,1%,10%,5%,-1%,-12%
CCn1c(C)c(C)c2cc(C(=O)N3CCN(c4ccccc4)CC3)ccc21,-32%,1%,-7%,5%,11%,0%,?
CCN(CC)CCNC(=O)c1c(C)oc2ncnc(N3CCOCC3)c12,0%,1%,-6%,-22%,-11%,-2%,-1%
COc1ccc2c(Sc3ccc(Cl)cc3)c(C(=O)N3CCC(C)CC3)[nH]c2c1,90%[activator],-2%,3%,-5%,46%[activator],0%,?
O=C(CCNS(=O)(=O)c1cccc2nsnc12)Nc1ccc(F)cc1,-29%,0%,-4%,5%,0%,5%,-5%
CC(=O)N1CCc2c(sc3c2c(=O)n(-c2ccccc2C)c(=O)n3Cc2cccc(F)c2)C1,-19%,0%,-9%,-15%,0%,-3%,0%
Cc1ccc(-n2c(=O)c3cccnc3n2CC(=O)Nc2cccc(C)c2C)cc1,-12%,0%,-2%,2%,-4%,-1%,-11%
COc1ccc(N2CCN(C(=O)c3cc(S(=O)(=O)N4CCC(C)CC4)cn3C)CC2)cc1,?,1%,-5%,-10%,-18%,-1%,-17%
Cc1nc(S(=O)(=O)N2CCN(c3ccccc3F)CC2)cn1C,-2%,-1%,-1%,10%,-6%,4%,-10%
Cc1ccc(CSc2ccc(-c3cccs3)nn2)cc1,-12%,1%,0%,8%,-16%&-23%,2%,-4%
CCN(C(=O)c1ccc2c(=O)n3c(nc2c1)CCCCC3)c1cc(C)ccc1C,-1%,-2%,-2%,-3%,3%,7%,4%
O=C(c1ccco1)N1CCN(c2nc3c(Cl)cccc3s2)CC1,14%,-3%,1%,-18%,1%,-1%,-11%
O=C(NC1CC(=O)N(c2cccc(F)c2)C1)C1CCCC1 (centres undefined),15%,-1%,3%,11%,-5%,-2%,0%
COc1ccc(S(=O)(=O)n2ccnc2)cc1C(C)(C)C,-18%,0%,-12%,17%,-1%[9.22 µM],3%,-3%
CCN(CC)c1cc(C)c2cc(NC(=O)c3cccc(OC)c3OC)ccc2n1,-8%,1%,1%,-15%,-20%,7%,-36%
O=C(CSc1nc2c(oc3ccccc32)c(=O)n1-c1ccccc1F)Nc1ccccc1,27%,-2%,-4%,-3%,8%,5%,-23%
CC(=O)N1c2ccc(S(=O)(=O)NCC3CCC(C(=O)Nc4ccc(C)c(C)c4)CC3)cc2CC1C (centres undefined),-18%,0%,0%,-2%,5%,4%,-17%
COc1cc(Cl)c(C)cc1NC(=O)C1CCN(c2nc3ccccc3n3cccc23)CC1,32µM*,0%,1%,25%,?,1%,-7%
COc1ccc(S(=O)(=O)NCc2nc(-c3ccccc3)no2)cc1,10%,0%,0%,-6%,-8%,0%,-6%
Cc1cccc(CCNC(=O)CCc2c(C)nc3ncnn3c2C)c1,-6%,1%,-3%,?,-8%,7%,-19%
O=C(Nc1nc2n(n1)C(c1ccc(F)cc1)C=C(c1ccccc1)N2)c1ccc(Cl)cc1 (centres undefined),4%,-1%,1%,13%,-10%,3%,3%
Fc1ccc(C(c2nnc(-c3ccccc3)o2)N2CCN(c3ccccc3)CC2)c(Cl)c1 (centres undefined),15%,0%,1%,-5%,-2%,-4%,-4%
Cc1ccc(NC(=O)C2CCCN(S(=O)(=O)c3ccc4c(c3)CCCC(=O)N4)C2)cc1Cl (centres undefined),-1%,-1%,-9%,11%,33%[activator],-1%,-19%
O=c1c2ccccc2nc(-c2ccc(Cl)cc2)n1CCCOc1ccccc1F,1%,-2%,-4%,-1%,-5%,-1%,-14%
COc1cc(-c2noc(CCC(=O)Nc3cc(C)ccc3C)n2)cc(OC)c1OC,16%,1%,-2%,6%,1%,-1%,-6%
Cc1cccc(-c2nc(C(N)=O)c3c(n2)n(-c2ccc4c(c2)OCO4)c(=O)n3C)c1,4%,0%,2%,?,-3%,0%,5%
COc1ccccc1CNC(=O)COCc1cc(-c2ccc3c(c2)OCO3)on1,-15%,-1%,-1%,-18%,-11%,0%,-1%
NC(=O)C1CCN(C(=O)c2ccccc2NC(=O)c2nsc3ccccc23)CC1,-14%,0%,-5%,-4%,-9%,-2%,-16%
COc1ccc(OCC(=O)Nc2ccccc2C(=O)OCc2cc(=O)n3nc(C)sc3n2)cc1,-1%,0%,-13%,-5%,-8%,-1%,0%
N#C/C(=C/c1cn(Cc2ccc(F)cc2)c2ccccc12)C(=O)Nc1cccc(Cl)c1,6%,-1%,3%,?,9%,0%,-14%
COc1ccc(N(Cc2cccs2)C(=O)COc2cc(C)c(Cl)c(C)c2)cc1,25%,-4%,0%,4%,35%[activator],2%,?
COc1ccccc1NC(=O)C(=O)NCC(c1cccnc1)N1CCc2ccccc2C1 (centres undefined),-25%,0%,-3%,24%,-2%,1%,-3%
Cc1cc(NC(=O)CCNS(=O)(=O)c2cccc3nsnc23)ccc1Br,5%,1%,-3%,-2%,22%,-2%,-1%
COc1ccc(C(CNC(=O)COc2cc(C)cc(C)c2)N2CCCCC2)cc1 (centres undefined),-16%,-2%,3%,-4%,-11%,1%,-5%
COc1ccccc1C(=O)Nc1cc2c(cc1N1CCCC1)n(C)c(=O)c(=O)n2C,-11%,0%,-2%,-16%,1%,2%,-1%
Cc1cccc(NC(=O)CSc2nc(=O)n(CCN3CCOCC3)c3c2CCC3)c1,3%,-1%,-1%,-2%,-4%,-6%,-4%
CCN1C(=O)c2ccccc2Sc2ccc(NC(=O)c3ccc(C#N)cc3)cc21,-5%,-1%,-2%,21%,0%,-2%,-26%
COc1cccc(-c2ccnc3c(-c4ccc(F)cc4)c(C)nn23)c1,·,-1%,1%,8%,·,7%,-18%
COc1ccc(CCNC(=O)c2nn(C)c3c2CSc2ccccc2-3)cc1OC,?,-3%,-1%,-6%,37%[activator],-15%,-27%
O=C(Nc1ccc(F)cc1)c1ccc2c(=O)n3c(nc2c1)CCCCC3,1%,1%,3%,0%,-29%,2%,4%
CCOc1ccc(-c2nnc(SCC(=O)NCCc3ccccc3)nc2-c2ccc(OCC)cc2)cc1,-8%,-1%,0%,15%,1%,1%,-5%
CCc1ccc(CNC(=O)CN2C(=O)c3cccnc3Oc3ccc(C)cc32)cc1,-20%,0%,-3%,4%,27%,4%,-5%
COc1ccc(CCNC(=O)C2COc3ccccc3C2)cc1OC (centres undefined),?,0%,-1%,-9%,9%,1%,?
CCCNC(=O)C1CCN(c2cc(C)nc3c(-c4ccc(OC)c(OC)c4)c(C)nn23)CC1,-6%,1%,3%,-4%,5%,7%,-1%
COc1cc(C(=O)Nc2ccccc2-c2nc(-c3ccccc3)no2)cc(OC)c1OC,17%,-3%,46%[activator],6%,2%,?,5%
CC1=C(C(N)=O)C(c2ccc(F)cc2)n2nc(-c3ccccc3Cl)nc2N1 (centres undefined),6%,4%,2%,6%,-12%,3%,-16%
Cc1ccc(CNC(=O)CN(c2cc(C)cc(C)c2)S(=O)(=O)c2c(C)noc2C)cc1,7%,-1%,1%,6%,-2%,8%,-17%
COc1ccc(CC(=O)N2CC(=O)Nc3ccc(Br)cc3C2c2ccc(F)cc2)cc1OC (centres undefined),-10%,0%,-1%,-8%,-5%,6%,0%
O=C(CSc1oc(-c2ccco2)nc1S(=O)(=O)c1ccc(Br)cc1)c1ccc(Cl)cc1,42%,1%,8%,?,29%,0%,-9%
COc1ccc(-c2[nH]ncc2C(=O)NCc2cccc(Cl)c2)cc1,-8%,-2%,-2%,?,-2%,-2%,4%
CCC(C(=O)NC1CCC(C)CC1)n1nc(C)c2sc3ccccc3c2c1=O (centres undefined),-18%,-3%,0%,-3%,-12%,3%,-11%
Cc1ccc(CNC(=O)Cn2c(=O)n(-c3ccccc3)c(=O)c3c2c2cc(C)ccc2n3C)cc1,-11%,0%,2%,-10%,0%,1%,2%
O=C(NC1CC(=O)N(c2cccc(F)c2)C1)C1CCCCC1 (centres undefined),3%,-1%,-6%,7%,2%,0%,5%
O=C(Cn1c(=O)n(-c2ccccc2)c(=O)c2ccc(C(=O)NCc3ccc4c(c3)OCO4)cc21)Nc1ccc(Br)cc1,-16%,0%,1%,8%,-12%,0%,5%

# Screens deposited in PubChem by National Center for Advancing Translational Sciences (NCATS).
